ABCG2 inh = blocks JC-1 efflux by human ABCG2 transporter | Q9UNQ0 | IgMXP3 cells, flow cytometry | inhibition, % at 6.6 µM | 190,000 tested, 0.1% active | AID 1325;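 active = inhibition above 80%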;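 note: 0% = DMSO and 100% = nicardipine control wells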
Target sequence (Q9UNQ0 whole entry, looked up): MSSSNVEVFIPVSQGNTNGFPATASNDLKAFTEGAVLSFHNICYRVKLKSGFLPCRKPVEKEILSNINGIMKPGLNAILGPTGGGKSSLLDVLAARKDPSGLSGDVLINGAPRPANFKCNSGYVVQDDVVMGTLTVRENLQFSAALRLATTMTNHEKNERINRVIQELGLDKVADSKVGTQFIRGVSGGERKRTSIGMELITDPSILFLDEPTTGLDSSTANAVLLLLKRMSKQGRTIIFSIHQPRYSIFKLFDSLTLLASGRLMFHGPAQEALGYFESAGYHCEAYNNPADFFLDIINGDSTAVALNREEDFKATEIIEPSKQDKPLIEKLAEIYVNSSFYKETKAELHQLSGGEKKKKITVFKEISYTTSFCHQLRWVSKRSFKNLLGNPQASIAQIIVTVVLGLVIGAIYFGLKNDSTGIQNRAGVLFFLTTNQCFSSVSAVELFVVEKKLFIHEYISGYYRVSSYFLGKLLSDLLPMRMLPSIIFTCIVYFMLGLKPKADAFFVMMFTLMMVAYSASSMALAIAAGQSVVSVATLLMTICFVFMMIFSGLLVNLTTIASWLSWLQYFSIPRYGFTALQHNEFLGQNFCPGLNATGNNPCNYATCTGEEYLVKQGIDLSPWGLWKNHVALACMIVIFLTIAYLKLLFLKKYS
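Test system: IgMXP3 cells (ABCG2) mixed with DDAO far-red-labelled CCRF-Adr cells (ABCB1). Reagent: JC-1 transporter substrate. Compound dosing: single test compound dose, 6.6 µM final. Times: 10 min compound exposure, 25 °C. Detection: flow cytometry of retained JC-1 fluorescence. Read-out basis: efflux inhibition in percent versus controls. Controls: nicardipine and DMSO wells.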
GSH fluor = GSH bead compound fluorescence profile. GSH beads flow cytometry, compound fluorescence 488/530 nm; hits give high values. fluorescence (KMESF) at 10 µM. 190,000 tested, 0.25% active. AID 1776; in the data active = fluorescence above about 89;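 note: glutathione beads carrying GST-tagged Bcl family fusion proteins plus one bare bead set; values are compound well signal with DMSO vehicle wells as background; inactives centre near 16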
Bcl-B Bim block = human Bim-Bcl-B interaction inhibition | bead-based flow cytometry, Bim peptide-Bcl-B binding | 190,000 tested, 0.073% active | Q9HD36 | AID 951 | inhibition, % at 10 µM;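 note: 0% = tracer peptide without compound and 100% = reference inhibitor peptide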
Target sequence (Q9HD36 whole entry, looked up): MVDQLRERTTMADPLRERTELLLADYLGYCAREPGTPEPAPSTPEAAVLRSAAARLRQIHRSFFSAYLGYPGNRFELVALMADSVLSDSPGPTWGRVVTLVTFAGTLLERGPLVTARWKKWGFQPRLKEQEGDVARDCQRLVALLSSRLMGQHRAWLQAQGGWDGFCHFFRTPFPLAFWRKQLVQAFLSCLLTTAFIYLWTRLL
Bcl-2 Bim block = inhibitors of Bim-Bcl-2 interaction, human | P10415 | Bead-based flow cytometry, Bim peptide-Bcl-2 binding | inhibition, % at 10 µM | 190,000 tested, 0.06% active; in the data active = inhibition above about 40%; inconclusive = no clear call, values can overlap the other calls;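 note: 0% = no compound wells with probe peptide and 100% = reference peptide inhibitor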
Bcl-W Bim block = disrupts Bim peptide binding to human Bcl-W | Q92843 | bead-based flow cytometry | inhibition, % at 10 µM | 190,000 tested, 0.02% active | AID 952;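 note: 0% = bound tracer without compound and 100% = peptide blocker; higher means less fluorescent Bim peptide bound to Bcl-W beads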
ABCB1 block = human ABCB1 inhibition, ABCG2 as counter-screen; P08183; CCRF-Adr cells, JC-1 efflux, flow cytometry; inhibition, % at 6.6 µM; 190,000 tested, 0.067% active; AID 1326; in the data active = inhibition above about 40%;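 note: 0% = vehicle and 100% = reference inhibitor; higher value means more JC-1 retained so stronger ABCB1 efflux block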
RGS7-Gao = human RGS7-Galphao interaction regulation; P09471; Multiplexed bead flow cytometry, RGS7-Galphao binding; actives lie on both sides; binding response (% of control), % at 10 µM; 220,000 tested, 0.35% active; in the data active = binding response below about 49% or above about 150%; inconclusive = no clear call, values can overlap the other calls; inactive = in between;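 note: fluorescent Galphao held in activated GDP-AlF4 state binding bead-coupled RGS7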
Avidin fluor = avidin bead compound fluorescence profile; Avidin beads, compound fluorescence 488/530 nm, flow cytometry; hits give high values; AID 1775; fluorescence (KMESF) at 10 µM; 220,000 tested, 0.38% active; in the data active = fluorescence above about 47; note: inactives centre near 10
Bim-Bfl-1 = human Bim-Bfl-1 interaction inhibition; AID 1008; 190,000 tested, 0.12% active; Bead-based flow cytometry, Bim-Bfl-1 binding inhibition; inhibition, % at 10 µM;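 note: 0% = wells without compound plus tracer and 100% = blocker peptide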
Bim-Bcl-XL = disrupts Bim peptide binding to human Bcl-XL. bead flow cytometry, fluorescence. inhibition, % at 10 µM. 190,000 tested, 0.04% active. AID 1007
Target sequence (Q07817 whole entry, looked up): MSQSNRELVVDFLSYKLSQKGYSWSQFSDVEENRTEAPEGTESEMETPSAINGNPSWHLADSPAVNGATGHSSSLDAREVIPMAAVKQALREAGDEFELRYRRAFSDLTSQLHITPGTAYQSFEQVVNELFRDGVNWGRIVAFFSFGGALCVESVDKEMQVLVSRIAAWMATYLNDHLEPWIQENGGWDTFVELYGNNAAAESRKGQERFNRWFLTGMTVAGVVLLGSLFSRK
RGS4-Gao reg = modulates binding of RGS4 to human Galphao; Multiplexed bead flow cytometry; actives lie on both sides; binding response (% of control), % at 10 µM; 220,000 tested, 0.33% active; in the data active = binding response below about 49% or above about 150%; inactive = in between;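 note: fluorescent Galphao activated with aluminum fluoride binding bead-coupled RGS4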
* = called active by the depositor; ? = inconclusive. Cut-off read from the data, not from the text of the source, unless noted: active = inhibition above about 40%.

SMILES	ABCG2 inh	GSH fluor	Bcl-B Bim block	Bcl-2 Bim block	Bcl-W Bim block	ABCB1 block	RGS7-Gao	Avidin fluor	Bim-Bfl-1	Bim-Bcl-XL	RGS4-Gao reg
CN(C)S(=O)(=O)c1ccc(NC(=O)N2CCN(c3ccccc3)CC2)cc1	3	19	-1	0	-4	0.3	96	7	-4	-1	100
CC(C)(C)C(=O)C[n+]1ccc(C(N)=O)cc1	-2	10	-7	0	-4	0.1	98	6	-1	-6	101
c1ccc(-c2csc3ncnc(-n4cnc5ccccc54)c23)cc1	6	29	-8	-13	2	1.1	102	15	-11	-6	105
Cc1[nH]c2c(Br)cccc2c1[C@H]1[C@@H](CC#N)C1(C)C	25	31	-11	-19	-2	0.8	100	15	-16	-14	98
C=CCOc1ccc(CNc2nccs2)cc1OC	1	25	0	10	-2	0.2	100	21	-3	-6	98
O=C(c1ccc2c(c1)OCO2)C1CCCN(Cc2cccn2-c2cccnc2)C1 (stereo not given)	5	15	-10	-2	-9	2.6	102	1	-4	-11	102
CCCC(=O)Nc1sc2c(c1C(=O)OCC)CC(C)(C)OC2	2	10	-2	-4	0	-0.3	91	9	-6	-3	96
CCOC(=O)CCCCC(=O)c1[nH]c(=O)[nH]c1C[n+]1ccccc1	6	13	3	4	-1	2.8	101	7	3	-1	103
C/C(=N\NC(=O)c1cccc(S(=O)(=O)N2CCCCC2)c1)c1ccc(C)o1	10	14	-2	2	0	0.1	102	14	-4	-2	100
COc1cccc(-n2nc(C#N)c(Cl)cc2=O)c1	2	12	0	-1	0	0.7	102	9	-1	0	102
O=C(COC(=O)CCC(=O)c1ccc(F)cc1)Nc1ccc(F)cc1F	5	7	2	1	-1	0.2	98	6	2	0	100
Cc1ccc(-n2c(SCC(=O)NCC3CCCO3)nnc2-c2ccoc2C)cc1 (stereo not given)	2	5	0	-1	3	0.7	101	7	-10	-1	105
CC1Sc2n(c3ccccc3[n+]2C)N=C1c1ccccc1 (stereo not given)	-9	18	-3	-1	-5	-2.0	103	4	-10	-6	106
COc1ccc(NC(=S)Nc2ccc3nsnc3c2)cc1	-7	9	-16	0	-2	-0.6	108	5	1	-6	108
C#CCOCCOCCOCCNc1nc(N2CCOCC2)nc(N2CCN(C(=O)[C@H]([C@@H](C)CC)n3cc(CCCCN)nn3)CC2)n1	0	16	-3	0	-2	1.4	98	9	-2	-3	99

Part of the list above in a different format:
> C#CCOCCOCCOCCNc1nc(N2CCOCC2)nc(N2CCN(C(=O)[C@H]([C@@H](C)CC)n3cc(CCCCN)nn3)CC2)n1
  ABCG2 inh: 0
  GSH fluor: 16
  Bcl-B Bim block: -3
  Bcl-2 Bim block: 0
  Bcl-W Bim block: -2
  ABCB1 block: 1.4
  RGS7-Gao: 98
  Avidin fluor: 9
  Bim-Bfl-1: -2
  Bim-Bcl-XL: -3
  RGS4-Gao reg: 99

> COc1ccc(NC(=S)Nc2ccc3nsnc3c2)cc1
  ABCG2 inh: -7
  GSH fluor: 9
  Bcl-B Bim block: -16
  Bcl-2 Bim block: 0
  Bcl-W Bim block: -2
  ABCB1 block: -0.6
  RGS7-Gao: 108
  Avidin fluor: 5
  Bim-Bfl-1: 1
  Bim-Bcl-XL: -6
  RGS4-Gao reg: 108

> COc1cccc(-n2nc(C#N)c(Cl)cc2=O)c1
  ABCG2 inh: 2
  GSH fluor: 12
  Bcl-B Bim block: 0
  Bcl-2 Bim block: -1
  Bcl-W Bim block: 0
  ABCB1 block: 0.7
  RGS7-Gao: 102
  Avidin fluor: 9
  Bim-Bfl-1: -1
  Bim-Bcl-XL: 0
  RGS4-Gao reg: 102

> CN(C)S(=O)(=O)c1ccc(NC(=O)N2CCN(c3ccccc3)CC2)cc1
  ABCG2 inh: 3
  GSH fluor: 19
  Bcl-B Bim block: -1
  Bcl-2 Bim block: 0
  Bcl-W Bim block: -4
  ABCB1 block: 0.3
  RGS7-Gao: 96
  Avidin fluor: 7
  Bim-Bfl-1: -4
  Bim-Bcl-XL: -1
  RGS4-Gao reg: 100

The main list resumes; the two compounds before the break are reprinted first.
SMILES	ABCG2 inh	GSH fluor	Bcl-B Bim block	Bcl-2 Bim block	Bcl-W Bim block	ABCB1 block	RGS7-Gao	Avidin fluor	Bim-Bfl-1	Bim-Bcl-XL	RGS4-Gao reg
COc1ccc(NC(=S)Nc2ccc3nsnc3c2)cc1	-7	9	-16	0	-2	-0.6	108	5	1	-6	108
C#CCOCCOCCOCCNc1nc(N2CCOCC2)nc(N2CCN(C(=O)[C@H]([C@@H](C)CC)n3cc(CCCCN)nn3)CC2)n1	0	16	-3	0	-2	1.4	98	9	-2	-3	99
CN(CC/C=C1/c2ccccc2CSc2ccccc21)CCCO	10	6	-4	-8	-3	2.0	101	5	1	-2	104
COc1nc(C)nc2c1ccc1ccccc12	5	15	-3	-3	0	0.9	109	8	-2	-6	110
CCN(CC)S(=O)(=O)N1CCC(C(=O)NC(C)CCc2ccccc2)CC1 (stereo not given)	2	16	0	-3	-3	0.5	97	9	0	-3	98
O=C(OCc1nc2ccccc2s1)c1cc2ccccc2oc1=O	10	9	-9	0	-6	0.2	96	5	-3	-9	95
CCN1CCN(Cc2ccc(OCc3ccccc3)cc2)CC1	1	31	-7	-8	-3	0.6	105	11	-8	1	107
O=C(NCc1cc(C(F)(F)F)cc(C(F)(F)F)c1)C1CC(c2cccc([N+](=O)[O-])c2)=NO1 (stereo not given)	0	24	0	0	2	0.2	99	21	-3	-1	101
O=C(O)c1cc2c(ccc3ccccc32)oc1=O	6	37	-5	-6	4	0.3	101	6	-7	-7	100
O=c1c(C=NCCCn2ccnc2)c(-c2ccccc2)[nH]n1-c1nc2ccccc2s1	4	25	-3	-6	-3	0.0	106	9	-2	-7	101
CC(C)c1ccc(/C=c2\sc3nc(-c4ccncc4)nn3c2=O)cc1	0	22	0	0	4	0.0	99	6	-2	1	102
O=c1c2ccccc2n2c(-c3ccc(F)cc3)nnc2n1Cc1ccccc1	14	11	-7	-7	-2	0.8	90	13	-15	-3	89
Cc1ccc(CNc2cc(-c3nn4c(C)nnc4s3)ccc2C)s1	39	25	-9	-10	-6	1.4	101	35	-26	-15	98
O=C(O)Cc1sc(-c2ccccc2)nc1-c1ccccc1	0	43	-5	-4	3	-0.1	98	12	-7	-1	97
O=C(CCS(=O)(=O)c1ccc(Br)cc1)Nc1ccc(Br)cc1F	1	6	0	3	0	0.5	105	2	2	-3	104
Cc1cccc(NC(=S)N(CCCN(C)C)Cc2cc3cc4c(cc3[nH]c2=O)OCO4)c1	0	20	-3	-1	0	-0.1	99	11	-5	-3	101
Cc1nc2c3cnn(-c4ccccc4)c3ncn2n1	4	11	1	0	-1	0.4	104	39	0	0	102
Cc1ccc(NC(=O)C2CCN(S(C)(=O)=O)CC2)cc1C	28	35	-1	-6	-5	1.8	104	9	-3	-1	102
O=C(COC(=O)c1ccc2c(=O)n3c(nc2c1)CCC3)Nc1ccc(OC(F)F)cc1	1	16	3	-1	0	-0.3	102	9	-3	0	101
O=C(CSc1ncn(-c2ccccc2)n1)Nc1nncs1	4	12	-3	-3	-3	-0.6	102	10	-4	-5	104
O=C(COC(=O)c1ccccc1Cl)NC(=O)NCc1ccccc1	8	7	5	6	3	0.6	103	7	13	6	99
CCOc1cc(C)nc(N2CCN(C3CCCCC3)CC2)n1	1	4	0	2	5	0.4	104	5	3	10	105
Cc1ccc(/C(O)=C2\C(=O)C(=O)N(c3cc(C)on3)C2c2cccc(Cl)c2)cc1 (stereo not given)	4	16	0	-1	1	1.2	98	9	0	-2	101
Cc1ccc(NC(=O)/C=C\C(=O)NCC(=O)O)cc1	0	13	-2	-2	-1	-0.1	99	9	-5	-1	91
CCOCC(=O)Nc1ccc(S(=O)(=O)NCCc2ccccc2)cc1	2	31	-8	-4	0	-0.1	102	13	-18	-6	99
CCOc1ccc(NC2=NC(C(=O)NCc3ccccc3)CC(=O)N2)cc1 (stereo not given)	1	15	-10	-10	0	0.3	97	9	-13	-7	99
COc1cc(/C=N/N=C/c2cc(OC)c(O)c(OC)c2)cc(OC)c1O	6	5	-5	0	1	0.3	99	2	2	1	104
N#CC12CCCCC1CC1CCCCC1(C#N)N2Cc1cccnc1 (stereo not given)	0	34	0	-5	-2	1.6	99	5	-2	-2	96
CN(c1ccc(OCc2nnc(-c3ccccc3)o2)cc1)S(=O)(=O)c1ccccc1	1	11	0	-2	1	0.0	100	6	0	-1	102
CC(C)c1cc(C(=O)O)n(-c2ccccc2)n1	5	13	3	0	0	1.3	108	15	-3	-2	103
COc1ccc(OC)c(S(=O)(=O)Nc2ccc(O)c(Sc3ncn[nH]3)c2)c1	-2	18	8	11	13	-0.5	91	11	13	20	100
CCOC(=O)N1CCN(C(=O)c2ccc(N3C(=O)CCC3=O)cc2)CC1	0	35	-6	-7	4	0.1	99	5	-11	-3	100

Copied from the list.
ABCG2 inh with `O=C(COC(=O)c1ccccc1Cl)NC(=O)NCc1ccccc1` stands at 8
ABCB1 block with `CCOCC(=O)Nc1ccc(S(=O)(=O)NCCc2ccccc2)cc1` stands at -0.1
Bim-Bfl-1 with `O=C(COC(=O)c1ccc2c(=O)n3c(nc2c1)CCC3)Nc1ccc(OC(F)F)cc1` stands at -3
Bim-Bcl-XL with `N#CC12CCCCC1CC1CCCCC1(C#N)N2Cc1cccnc1` (stereo not given) stands at -2

Four compounds from above, showing only ABCB1 block, Bim-Bfl-1 and Bim-Bcl-XL:
| SMILES | ABCB1 block | Bim-Bfl-1 | Bim-Bcl-XL |
| --- | --- | --- | --- |
| Cc1ccc(NC(=O)/C=C\C(=O)NCC(=O)O)cc1 | -0.1 | -5 | -1 |
| Cc1ccc(/C(O)=C2\C(=O)C(=O)N(c3cc(C)on3)C2c2cccc(Cl)c2)cc1 (stereo not given) | 1.2 | 0 | -2 |
| CCOc1ccc(NC2=NC(C(=O)NCc3ccccc3)CC(=O)N2)cc1 (stereo not given) | 0.3 | -13 | -7 |
| O=C(CSc1ncn(-c2ccccc2)n1)Nc1nncs1 | -0.6 | -4 | -5 |

(next part)
SMILES	ABCG2 inh	GSH fluor	Bcl-B Bim block	Bcl-2 Bim block	Bcl-W Bim block	ABCB1 block	RGS7-Gao	Avidin fluor	Bim-Bfl-1	Bim-Bcl-XL	RGS4-Gao reg
Cc1ccccc1CNC1CCCCC1	5	8	-7	-4	-6	0.6	100	5	-2	-8	99
CCC(C)(C)n1nnnc1C(c1ccc(C)cc1)N1CCN(Cc2ccc3c(c2)OCO3)CC1 (stereo not given)	3	28	-1	4	0	1.4	97	7	0	-4	103
COc1ccccc1CNC(=O)C1CC(=O)N(C2CCCC2)C1 (stereo not given)	-2	29	-8	-12	-1	1.2	96	10	-17	-8	97
COc1ccccc1N1CCN(C(=O)CN2C(=O)c3cccc4cccc(c34)C2=O)CC1	1	21	-2	1	3	1.6	98	11	-5	0	101
COc1ccc(C(=O)/C=C2/Sc3cc4c(cc3N2C)OCO4)cc1	2	10	-4	-7	-4	0.3	96	8	-7	-5	95
CCc1ccccc1NC(=O)Cn1nnc(-c2cccnc2)n1	1	32	-8	-14	0	0.4	104	9	-10	0	103
Cc1cc([N+](=O)[O-])nn1CC(=O)N1CCCc2ccccc21	-3	22	-2	1	0	-1.0	102	13	1	0	102
COc1cccc(OC)c1C(=O)NC(=S)Nc1ccc(N2CCOCC2)c(Cl)c1	12	17	-9	-2	-3	1.8	?	9	-4	-6	98
O=C(CCN1CCN(C/C=C/c2ccccc2)CC1)Nc1ccccc1F	5	6	-2	-1	-2	1.6	106	12	1	-3	104

Compound activity deposited in PubChem by NMMLSC.
